M5 antag: antagonists of human muscarinic M5 receptor (CHRM5) | inhibition, % at 3 µM | CHO-hM5 cells, Fluo-8 calcium fluorescence, ACh EC80 | 0.59% of 360,000 active | P08912;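 active = inhibition above a per-plate cutoff, the mean of that plate's test compounds plus 3 SD, cut at about 27% in these data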;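 note: 0% = acetylcholine EC80 with DMSO and 100% = DMSO without agonist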
Target sequence (P08912 whole entry, looked up): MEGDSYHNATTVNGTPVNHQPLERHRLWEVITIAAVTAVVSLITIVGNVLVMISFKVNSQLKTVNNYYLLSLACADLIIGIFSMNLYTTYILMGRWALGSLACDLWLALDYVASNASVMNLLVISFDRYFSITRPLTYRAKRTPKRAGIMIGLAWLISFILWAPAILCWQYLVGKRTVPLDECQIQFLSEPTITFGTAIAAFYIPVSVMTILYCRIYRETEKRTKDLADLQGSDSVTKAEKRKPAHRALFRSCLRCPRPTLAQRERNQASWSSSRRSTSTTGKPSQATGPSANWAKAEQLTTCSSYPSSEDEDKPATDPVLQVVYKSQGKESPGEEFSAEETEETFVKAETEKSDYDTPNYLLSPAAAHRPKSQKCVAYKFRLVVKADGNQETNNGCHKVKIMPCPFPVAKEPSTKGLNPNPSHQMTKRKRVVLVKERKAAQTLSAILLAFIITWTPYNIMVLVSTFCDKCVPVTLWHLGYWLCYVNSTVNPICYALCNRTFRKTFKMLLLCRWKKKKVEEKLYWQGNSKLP
M1 antag: blocks human M1 muscarinic receptor. P11229. 1.3% of 360,000 active. CHO-K1 hM1, Fluo-8 calcium fluorescence, ACh EC80 antagonist. inhibition, % at 3 µM;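 active = percent inhibition above its own plate's cutoff, namely the mean of that plate's compound wells plus 3 SD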;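 note: peak over basal fluorescence ratio during 140 s after agonist addition; 0% = ACh EC80 plus DMSO and 100% = DMSO alone without agonist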
M4 ag: agonists of human muscarinic M4 receptor (CHRM4); P08173; CHO-K1 hM4/Gqi5, Fluo-8 calcium fluorescence; vehicle 0%, full acetylcholine response 100%; activation, % at 3 µM; 0.14% of 360,000 active; AID 624127;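 active = activation above the run mean over all test wells plus 3 SD, cut at about 32% in these data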;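 note: peak over basal fluorescence ratio per well then scaled between controls; 0% = DMSO wells and 100% = acetylcholine at EC100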
TAAR1 ag: agonists of human TAAR1 | CHO RD-HGA16 TAAR1, Fluo-8 calcium fluorescence; vehicle wells 0%, saturating PEA agonist 100% | AID 624467 | 0.99% of 360,000 active | activation, % at 3 µM;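 active = activation above the mean activation of all test compounds in the run plus 3 SD, cut at about 38% in these data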
Target sequence (Q96RJ0 whole entry, looked up): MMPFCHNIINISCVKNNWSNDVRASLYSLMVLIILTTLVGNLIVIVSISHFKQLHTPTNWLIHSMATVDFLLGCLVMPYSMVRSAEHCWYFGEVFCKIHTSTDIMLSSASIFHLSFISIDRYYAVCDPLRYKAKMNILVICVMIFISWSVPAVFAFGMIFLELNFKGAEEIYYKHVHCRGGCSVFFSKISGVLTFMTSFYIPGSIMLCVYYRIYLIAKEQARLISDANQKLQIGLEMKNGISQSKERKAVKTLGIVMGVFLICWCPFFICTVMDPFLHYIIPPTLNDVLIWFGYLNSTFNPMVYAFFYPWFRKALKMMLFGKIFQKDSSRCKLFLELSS
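Test system: RD-HGA16 (CHO) cells co-expressing Gα16 and hTAAR1; dosing: one-point dosing at 3 µM (nominal); timing: 17-24 h seeding, 75 min 37 °C dye, 30 min RT; signal: kinetic Fluo-8 calcium fluorescence; read-out basis: % activation relative to PEA EC100 response; controls: DMSO and PEA EC100; replicates: n 1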
M5 ag: agonists of human muscarinic M5 receptor (CHRM5); 0.19% of 360,000 active; P08912; AID 624037; CHO-K1 hM5 cells, Fluo-8 calcium fluorescence; 0% DMSO wells, 100% maximal acetylcholine response; activation, % at 3 µM;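 active = activation above the run's mean over test compounds plus 3 SD, cut at about 23% in these data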;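 note: signal is peak over basal fluorescence ratio across the kinetic read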
M1 PAM: potentiates human M1 receptor response to acetylcholine; 0.088% of 360,000 active; P11229; activation, % at 3 µM; CHO-K1 hM1, Fluo-8 calcium fluorescence, ACh EC20; 0% = ACh EC20, 100% = maximal ACh; AID 588819; in the data active = activation above about 19%, passing the limit was not always enough
CHRM5 PAM: positive allosteric modulators of human muscarinic M5 receptor. 0.3% of 360,000 active. CHO-K1 hM5, Fluo-8 calcium, ACh EC20 PAM; 0% = ACh EC20, 100% = ACh EC100. P08912. activation, % at 3 µM;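 active = activation above the run cutoff, the mean activation of all test compounds plus 3 SD, cut at about 18% in these data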
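System: CHO-K1 hM5 cells. Reagent: acetylcholine, EC20 level. Compound dosing: single dose, 3 µM nominal final test concentration. Timing: Post-acetylcholine fluorescence recording 140 s. Detection: Fluo-8 calcium fluorescence. Read-out: % activation, ACh-normalized. Benchmarks: ACh EC20 and EC100 wells. Repeats: singlicate, one well per test compound.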
M4 antag: blocks acetylcholine activation of human M4 receptor | inhibition, % at 3 µM | 0.73% of 360,000 active | AID 624125 | CHO-hM4 cells, ACh EC80, Fluo-8 calcium fluorescence;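 active = inhibition above its plate's cutoff, the mean inhibition of sample wells plus 3 SD, cut at about 27% in these data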;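 note: 0% = acetylcholine EC80 with DMSO and 100% = DMSO without agonist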
M1 ag: human M1 muscarinic receptor agonism; activation, % at 3 µM; P11229; CHO-K1 hM1, Fluo-8 calcium fluorescence, agonist mode; 0% DMSO, 100% acetylcholine EC100; 0.33% of 360,000 active; AID 588814;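 active = activation above the run's mean compound activation plus 3 SD, cut at about 16% in these data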;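 note: peak over basal fluorescence ratio within a 140 s kinetic read after compound addition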
Numbers without * were called inactive; . = no result given. This is a subset; count on the stated rates, not on these rows.

SMILES	M5 antag	M1 antag	M4 ag	TAAR1 ag	M5 ag	M1 PAM	CHRM5 PAM	M4 antag	M1 ag
O=C(O)C1CCCCC1C(=O)NC(c1ccccc1)c1ccccc1 (stereo unspecified)	12	-14	0	3	3	4	-5	-4	-3
O=C(OCC(=O)c1ccccc1Cl)C1=NN(c2ccccc2)C(=O)CC1	8	-23	1	2	-1	9	8	-7	-2
CCn1nc(C)cc1C(=O)NC1CCCc2c1cnn2-c1cc(F)cc(F)c1 (stereo unspecified)	1	-1	6	0	3	-1	6	1	0
COc1cc(C(C)=O)ccc1COc1ccc(C(=O)O)cc1OC	6	-9	3	0	-1	6	-2	7	-2
CCOC(=O)C1(Cc2ccccc2Cl)CCN(S(C)(=O)=O)CC1	0	-4	2	2	0	10	11	-3	-10
C#CCOCCOCCOCCNc1nc(N2CCN(C(=O)CCCCCCCCCCNC(=O)Cn3cc(C[C@@H](C)O)nn3)CC2)nc(N2CCN(C(=O)CCCCCCCCCCNC(=O)[C@@H](CCC(=O)O)n3cc(CCCCCN)nn3)CC2)n1	2	-6	5	3	-3	5	1	0	8
COc1ccc(NC(=O)c2ccc(Cl)c(S(=O)(=O)NCC3CCCO3)c2)c(OC)c1 (stereo unspecified)	1	9	4	2	-4	0	-3	-16	1
O=C(COC(=O)CSc1ccccc1)NNC(=O)c1ccc([N+](=O)[O-])cc1	5	0	2	0	0	16	1	6	3
CCOc1ncccc1C(=O)Nc1cccc(-c2nnc3n2CCCCC3)c1	8	-4	1	3	0	8	4	10	-5
O=C(c1ccc(=O)oc1)N1CCC(C(O)(c2ccccc2)c2ccccc2)CC1	10	33	0	0	-18	-6	-2	12	-8
CC(=O)c1cccc(NC(=O)COc2cc3oc(=O)c(CC(C)O)c(C)c3cc2Cl)c1 (stereo unspecified)	6	2	8	13	6	-4	-11	1	1
CN(C(=S)NC(=O)Cc1ccccc1)c1ccccc1	-13	-12	0	29	3	8	17	-3	-5
Cc1cc(C(=O)O)cc(S(=O)(=O)Nc2ccccc2C(=O)NC(C)c2ccccc2)c1C (stereo unspecified)	3	-11	0	2	-3	9	3	9	-3
CCC(=O)Nc1nc(C)c(C(=O)NC2CCCCC2)s1	-1	-11	0	8	0	5	-5	1	-1
COc1cccc(-c2csc(N3CCN(C(=O)Nc4ccc(F)cc4)CC3)n2)c1	13	25	9	11	1	-11	-20	5	-1
COc1cc(/C=C/C(=O)c2ccc(F)cc2)cc(OC)c1OC	12	-3	5	1	-5	3	-1	1	-6
COc1ccc(NC(=O)N2CCCC2C(=O)Nc2ccccc2F)cc1 (stereo unspecified)	8	-1	2	4	-4	8	2	0	-1
O=C(CCCOc1ccc(Cl)cc1Cl)n1nnc2ccccc21	2	-1	0	0	2	6	-4	-15	-3
COc1ccc(CCN2C(=NC(C)=O)SC3CS(=O)(=O)CC32)cc1OC (stereo unspecified)	16	-7	1	3	-1	4	-8	3	-3
COC(=O)C1CCN(C(=O)NC2CCCCC2)CC1	-3	-3	2	1	3	8	0	12	-4
OC[C@@H]1CN(Cc2ccccc2)C[C@H](n2cnc3c(NCc4ccncc4)ncnc32)O1	2	-10	5	1	0	10	0	-5	6
CC(C)C[C@@H](CSc1ccccc1)N1CCN(C)CCC1=O	3	-2	3	6	-11	-1	-7	0	-9
Cn1c(SCc2c(Cl)cccc2Cl)nnc1-c1cccs1	7	4	1	2	-6	-13	-6	-1	-7
Cc1ccc2cc(C3CC(c4ccco4)=NN3C(=O)CCCC(=O)O)c(Cl)nc2c1 (stereo unspecified)	-8	-7	0	0	4	7	4	7	-2
Cc1oc2ccc(OC(=O)c3cccs3)cc2c1C(=O)OC(C)C	-1	-2	-1	2	-5	-4	-3	-6	-8
Continuation.
SMILES	M5 antag	M1 antag	M4 ag	TAAR1 ag	M5 ag	M1 PAM	CHRM5 PAM	M4 antag	M1 ag
C=CCN=C1NN=C(c2cc(C)n(CCOC)c2C)CS1	1	-11	0	2	0	4	7	-11	-6
COc1ccc(NS(=O)(=O)c2cc(-c3nnnn3C)ccc2OC)cc1	-1	-3	0	5	0	6	-1	3	-3
Cc1ccc(S(=O)(=O)CCC(=O)N2CCc3ccccc32)cc1	10	-16	0	5	-3	9	-5	2	-4
CCOn1c(=O)c(-c2cccc3ccccc23)[n+]([O-])c2ccccc21	18	-9	1	0	2	3	-12	2	-7
COc1ccc(NC(=S)N2CCN(S(=O)(=O)c3ccc(F)cc3)CC2)cc1OC	7	-12	2	4	-4	11	-1	-7	-1
CCCCCc1cc(=O)oc2c(C(CCN3CCCCC3)c3cc(OC)c(OC)c(OC)c3)c(OC)cc(OC)c12 (stereo unspecified)	6	22	3	18	-10	-16	-7	15	-10
CCCN(CCC)S(=O)(=O)c1ccc(C)cc1	7	-1	-1	0	-1	-8	-6	-2	-6
O=C(NCc1ccncc1)[C@@H]1CCCN1C(=O)[C@H]1CCCN1C(=O)c1cccc(Cl)c1	3	.	0	0	1	.	-2	-5	.
CC1CC(C)CN(CCCNC(=O)c2cc3c(=O)[nH]c4ccccc4c3n2C)C1 (stereo unspecified)	0	-13	1	2	-5	10	1	3	-7
O=C(CN(Cc1ccc(F)cc1)C(=O)CCC(=O)Nc1nccs1)NCc1ccccc1	15	2	6	5	-3	0	-3	10	-7
COc1ccc(CC(=O)N/N=C\c2cc(Br)c(O)c(Br)c2)cc1	-15	-14	1	5	2	2	-9	-4	-2
Cc1cc(C)nc(N/N=C/c2cccc([N+](=O)[O-])c2)n1	2	-15	1	1	-3	11	-4	3	-4
O=C1N=C2SCCN2/C1=C\c1ccc(Cl)cc1	7	-5	0	2	0	2	-4	1	-3
O=C(O)c1nn(-c2ccc(F)cc2)ccc1=O	-13	-4	0	3	-2	0	4	-7	-4
COc1ccc(-c2ccc(CN3C(C)C(=O)N(Cc4cn(CCC5OCCO5)nn4)CCS3(=O)=O)cc2)cn1 (stereo unspecified)	-4	-4	9	4	1	-3	-2	-12	-10
N#C/C(=C\c1ccccc1C(F)(F)F)C(=O)Nc1ccccc1	-2	-9	1	4	0	8	-2	-5	-6
CCCCC(=O)N(C)c1c(C)nc2ccc(C(=O)N3CCCCC3)cn12	17	-7	0	10	2	9	3	-7	-3
COc1ccccc1Nc1nc(-c2cccnc2)cs1	-7	-23	-2	0	-9	6	12	-6	-5
N#CCCN(CCC#N)S(=O)(=O)c1ccc(C(=O)Nc2nc(-c3ccccc3)c(C(=O)c3ccccc3)s2)cc1	2	-1	1	4	1	8	-4	3	-1
CCc1nnc(NC(=O)c2cc(S(=O)(=O)N3CCN(CC)CC3)ccc2Cl)s1	-1	-1	-1	.	0	5	3	-5	-7
COc1ccc(C(=O)Nc2nc(-c3ccc([N+](=O)[O-])cc3)c(-c3ccccc3)s2)cc1	-1	-8	0	6	-2	6	0	-3	-3
CSc1nncc(-c2ccc(F)cc2)n1	-5	-3	33*	8	-4	3	3	3	-4

Structures above that contain a Cl atom:
SMILES	M5 antag	M1 antag	M4 ag	TAAR1 ag	M5 ag	M1 PAM	CHRM5 PAM	M4 antag	M1 ag
O=C(OCC(=O)c1ccccc1Cl)C1=NN(c2ccccc2)C(=O)CC1	8	-23	1	2	-1	9	8	-7	-2
CCOC(=O)C1(Cc2ccccc2Cl)CCN(S(C)(=O)=O)CC1	0	-4	2	2	0	10	11	-3	-10
COc1ccc(NC(=O)c2ccc(Cl)c(S(=O)(=O)NCC3CCCO3)c2)c(OC)c1 (stereo unspecified)	1	9	4	2	-4	0	-3	-16	1
CC(=O)c1cccc(NC(=O)COc2cc3oc(=O)c(CC(C)O)c(C)c3cc2Cl)c1 (stereo unspecified)	6	2	8	13	6	-4	-11	1	1
O=C(CCCOc1ccc(Cl)cc1Cl)n1nnc2ccccc21	2	-1	0	0	2	6	-4	-15	-3
Cn1c(SCc2c(Cl)cccc2Cl)nnc1-c1cccs1	7	4	1	2	-6	-13	-6	-1	-7
Cc1ccc2cc(C3CC(c4ccco4)=NN3C(=O)CCCC(=O)O)c(Cl)nc2c1 (stereo unspecified)	-8	-7	0	0	4	7	4	7	-2
O=C(NCc1ccncc1)[C@@H]1CCCN1C(=O)[C@H]1CCCN1C(=O)c1cccc(Cl)c1	3	.	0	0	1	.	-2	-5	.
O=C1N=C2SCCN2/C1=C\c1ccc(Cl)cc1	7	-5	0	2	0	2	-4	1	-3
CCc1nnc(NC(=O)c2cc(S(=O)(=O)N3CCN(CC)CC3)ccc2Cl)s1	-1	-1	-1	.	0	5	3	-5	-7

Screens from PubChem.
